Screening results deposited in PubChem by ICCB-Longwood Screening Facility, Harvard Medical School.
Polio RdRp inh: poliovirus RdRp elongation inhibitors, primary screen, biochemical, fluorescence polarization, total intensity; Genome polyprotein (Poliovirus type 1 (strain Mahoney)), P03300; poliovirus polymerase elongation; hits give low values; % elongation, % (compound at 16.7 µg/mL); 150,000 tested, 0.66% active; in the data active = % elongation below about 90%; also: some results filed as inactive read as strong as hits
Target sequence (P03300 1749-2209 limits assumed): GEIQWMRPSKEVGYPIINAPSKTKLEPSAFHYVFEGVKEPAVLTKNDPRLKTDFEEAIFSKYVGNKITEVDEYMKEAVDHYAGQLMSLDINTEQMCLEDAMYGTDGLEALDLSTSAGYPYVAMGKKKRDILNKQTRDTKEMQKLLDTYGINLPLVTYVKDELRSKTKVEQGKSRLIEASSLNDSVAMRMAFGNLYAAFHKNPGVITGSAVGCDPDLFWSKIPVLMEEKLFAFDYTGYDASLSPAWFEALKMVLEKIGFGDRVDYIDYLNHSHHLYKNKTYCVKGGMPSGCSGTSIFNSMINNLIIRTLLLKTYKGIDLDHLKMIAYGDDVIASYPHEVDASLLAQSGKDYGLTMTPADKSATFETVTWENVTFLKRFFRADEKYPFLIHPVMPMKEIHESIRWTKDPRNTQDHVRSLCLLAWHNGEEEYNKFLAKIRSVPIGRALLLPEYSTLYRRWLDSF
Polio RdRp inh FP z-score: also measured in Polio RdRp inh; calls as there; z-score; measured here: FP z-score; hits read low
An asterisk follows results filed as active; & = joins results of further samples. An excerpt; the hit share may differ from the screen's.

smiles,Polio RdRp inh,Polio RdRp inh FP z-score
Cn1/c(=N/NC(=S)NC(=O)C2CC2)sc2ccccc21,105,0.3
O=C(NN=C1CCCC1)c1ccc(Cl)cc1,103,0.2
O=C(CCc1nc(-c2ccccc2F)no1)Nc1cccc(C(F)(F)F)c1,98,-2
Cc1ccccc1OCC(=O)NC(C)(C)C,107,0.3
COc1ccccc1NC(=O)CSc1nc(-c2ccccc2F)nc2cc(=O)[nH]n12,100,-1.5
COc1ccc2cc(S(=O)(=O)Nc3ccccn3)ccc2c1,102,0
Cc1nn2c(nc1=O)NN=C(c1ccccc1)C2,100,-0.4
CCOc1ccccc1C(=O)NC1CC2CCCC(C1)N2C1CC1 (stereo not given),99,-1.3
CCOC(=O)C1CCCN(C(=O)Cn2ncc3c(C)n(Cc4ccccc4Cl)c(C)c3c2=O)C1 (stereo not given),105,-0.2
CCCc1nc(Nc2nc3ccccc3o2)ncc1C(=O)OCC,108,0.7
O=c1n(Cc2ccc(F)cc2Cl)c2ccccc2c2nc(-c3ccccc3)nn12,106,-0.1
Cc1sc2nc3ccc(NCc4ccco4)nn3c(=O)c2c1C,106,0.5
CCc1nc(SCS(=O)(=O)c2ccc(C)cc2)c(C#N)c2c1CCCC2,101,0
Cc1nn(C2CCS(=O)(=O)C2)c(Cl)c1/C=C/C(=O)OCC(N)=O (stereo not given),106,0.1
CC(C)(C)n1nnnc1C(c1ccccn1)N1CCC(Cc2ccccc2)CC1 (stereo not given),101,0.1
C/C(=C\C(=O)c1ccc(C)o1)Nc1ccc(F)c(C)c1,103,0.7
Cc1cc(Nc2ccccc2)n[nH]1,100,-0.5
Cn1cnnc1Sc1ccc(Cl)cc1NC(=O)Cn1c(=O)cnc2ccccc21,99,-0.5
O=C(O)c1cccc(N2CCCCC2)c1,103,0.5
CCN(CC)S(=O)(=O)c1ccc2c(c1)CC(C)N2C(=O)C1CC1 (stereo not given),100,-0.7
CCn1cc(C(=O)NCC(OC)OC)c(=O)c2cc(S(=O)(=O)N3CCc4ccccc4C3)ccc21,100,-0.1
CC(=O)Nc1ccc(NC(=O)Cc2c[nH]c3ccccc23)cc1,100,-1.3
CN1CCN(CNC(=O)c2cnccn2)CC1,103,0.2
CN(C)C=C1C(=O)N(C2CCCCC2)C(=O)N(C2CCCCC2)C1=O,99,-0.2
Cc1nc2c(cnn2-c2ccccc2)c(=O)[nH]1,104,0.3
Cc1cc(N2CCCCC2C)n2ncnc2n1 (stereo not given),102,0.1
COc1ccc(OCC(=O)N2CCC(c3nc4ccccc4s3)CC2)cc1,109,0.2
Cc1nc(-c2cccnc2)cs1,101,0
CC(C)CCNC(=O)CN1C(=O)C2CC=CCC2C1=O (stereo not given),98,0
CCN(CC)c1ccc2cc(C(=O)Nc3cccc(OC)c3)c(=O)oc2c1,103,0.5
N#Cc1ccc(C2NC(=O)NC3=C2C(=O)OC3)cc1 (stereo not given),104,0.4
CCOC(=O)C1=C(CN(C)Cc2ccccc2)NC(=O)NC1c1ccc(OC(C)C)cc1 (stereo not given),108,0.3
CC(=O)Nc1ccc(N=Cc2ccc(N3CCOCC3)cc2)cc1,107,0.5
NCc1ccc(C(F)(F)F)cc1,107,0.4
O=C1CCN(S(=O)(=O)c2ccc(Cl)c(Cl)c2)CC1,102,0
COc1ccc(-c2cc(O)cc3sc(=O)oc23)cc1,105,0.3
Cc1cccc(C(CC(=O)N2CCCC2)n2cccc2)c1 (stereo not given),99,-1.4
Cc1ccc2c(CNC3CCCCC3)c(C(=O)O)n(Cc3ccc(F)cc3)c2c1,112,0.8
N#CCOC(=O)c1ccc(Br)o1,106,0
CCC(CO)NC1CC(C)N(C)CC1C (stereo not given),102,0.1
S=C(Nc1cccnc1)N1CCCCC1,102,0.1
O=C(c1ccccc1)c1nc2ccccc2s1,103,0.3
O=C(CSc1nc(=O)n(Cc2ccccn2)c2c1CCC2)Nc1ccccc1,105,-0.1
COc1ccc(NC(=O)c2cc(C(C)=O)n3ccccc23)cc1,110,0.8
Nc1ccc2c(c1)S(=O)(=O)c1cc(N)ccc1O2,101,0.2
FC(F)(F)C1=CC=NCCN1,99,-0.5
COc1ccc(C)cc1NC(=O)C(=S)NCc1ccco1,102,0.1
CCc1ccccc1N(C)S(=O)(=O)c1ccc2[nH]cc(C(=O)NCCOC)c(=O)c2c1,107,0.4
CCOC(=O)C1=NN(c2ccccc2)C(=C2C(=O)c3ccccc3C2=O)C1c1cccs1 (stereo not given),106,0.3
CCCN(C(=O)Cn1ncc2c1-c1ccccc1OC2)c1ccc(Cl)c(Cl)c1,102,0.1
Cc1nn(C(=O)c2cc3c(s2)CCCC3)c(C)c1Sc1ccc(Br)cc1,98,-0.5
CCCN(S(=O)(=O)c1ccc(C)cc1)S(=O)(=O)c1ccc(Cl)cc1,100,-0.2
Cc1cccc(-c2noc(NC(=O)NNc3c(Cl)cccc3Cl)n2)c1,103,0.4
COc1ccc(CCNC(=S)N2CCCCC2C(N)=O)cc1 (stereo not given),100,-0.3
COc1ccc(-c2nc(Cn3c(SCc4ccccc4F)nc4cccnc43)c(C)o2)cc1,114,0.6
CC(C)(C)C1CCC(OCC(O)CN2CCCCCC2)CC1 (stereo not given),102,-0.1
N#C/C(=C\c1ccc(-c2ccc(C(=O)O)cc2)o1)c1nc2ccccc2[nH]1,84,-3.4
COc1ccc(CNCCSc2nnnn2-c2ccccc2)c(OC)c1,108,0.2
CCc1ccc(CNC(=O)CCC(=O)N2CCCn3nc(C)cc32)cc1,103,1.1
COc1ccc(/C=C/C(=O)NC(N)=S)cc1,107,0.5

Following part.
smiles,Polio RdRp inh,Polio RdRp inh FP z-score
O=C(Cn1cc(S(=O)(=O)Cc2ccc(F)cc2)c2ccccc21)NCc1ccccc1Cl,107,0.3
FC(F)(F)c1ccc(Cl)nc1,101,0
O=C(NCc1ccco1)c1cccc(S(=O)(=O)Nc2ccc(Br)cc2)c1,106,0.5
Cc1ccccc1NC(=O)C(C)Sc1nc2ccccc2c(=O)n1C (stereo not given),102,0.1
CC(Oc1ccc(C#N)cc1)C(=O)O (stereo not given),100,-0.1
Cc1ccc(CCNc2ncnc3onc(C)c23)cc1,109,0.3
CCOc1ccccc1N1CC(c2nc3ccccc3n2CCOc2ccc(OC)cc2)CC1=O (stereo not given),104,-0.5
O=C(c1ccc(N2CCCC2=O)cc1)N1CCc2ccccc2C1,104,0.1
CC(C)(C)NC(=O)CN1CCN(Cc2c(O)c(C(=O)N3CCOCC3)cc3ccccc23)CC1,102,-0.1
CCCC(=O)Nc1ccc2c(C)cc(C)nc2n1,97,-1.3
COc1ccc(O)c(C(=O)c2cc(C#N)c(=O)n(-c3c(C)n(C)n(-c4ccccc4)c3=O)c2)c1,102,0.1
COc1ccc(CNC(=O)c2cc(C(C)C)on2)cc1,102,0.2
Cc1oc(-c2cccc(Br)c2)nc1CN1CCC(C(=O)NCCc2ccc(Cl)cc2)CC1,107,-0.2
CCSc1ncc(S(=O)(=O)c2ccccc2)c(N)n1,104,0.9
O=C(c1ccc(/C=C2\Sc3ccccc3N(Cc3ccccc3F)C2=O)cc1)N1CCN(C(=O)c2ccco2)CC1,99,-0.6
O=C(CSc1nnc(-c2cccs2)n1-c1ccccc1)OC1CCS(=O)(=O)C1 (stereo not given),102,-0.3
CCC(Sc1nncn2c1cc1occc12)C(=O)Nc1ccc(C)c(Cl)c1 (stereo not given),104,-0.6
CC(=NCc1ccco1)C1=C(O)c2ccccc2C1=O,103,0.3
O=C(Nc1cccc(F)c1)[C@H](Cc1ccccc1)N1Cc2ccccc2C1=O,100,-1
COc1cccc(NC(=O)COC(=O)CCC2CCCC2)c1,100,0

An excerpt of these results, with each value named.
Molecule: O=C(Cn1cc(S(=O)(=O)Cc2ccc(F)cc2)c2ccccc21)NCc1ccccc1Cl
- Polio RdRp inh: 107
- Polio RdRp inh FP z-score: 0.3

Molecule: FC(F)(F)c1ccc(Cl)nc1
- Polio RdRp inh: 101
- Polio RdRp inh FP z-score: 0

Molecule: O=C(NCc1ccco1)c1cccc(S(=O)(=O)Nc2ccc(Br)cc2)c1
- Polio RdRp inh: 106
- Polio RdRp inh FP z-score: 0.5

Molecule: Cc1ccccc1NC(=O)C(C)Sc1nc2ccccc2c(=O)n1C (stereo not given)
- Polio RdRp inh: 102
- Polio RdRp inh FP z-score: 0.1

Other entries follow:
smiles,Polio RdRp inh,Polio RdRp inh FP z-score
O=C(CN1CCOc2ccccc21)NCc1ccc(Cl)cc1,99,-0.3
CSc1ccccc1NC(=O)CN(C)Cc1nnc(-c2ccccc2)o1,105,0.6
N#Cc1c(SCc2ccccc2F)nc(C(F)(F)F)c2c1CCC2,95,-1.8
CCCN1C/C(=C/c2ccc(OC)cc2)C(=O)/C(=C/c2ccc(OC)cc2)C1,103,0.3
COc1ccccc1N1CCN(S(=O)(=O)CCNC(=O)COc2ccc(F)cc2)CC1,102,-1.1
Cc1cccc(OC(C)C(=O)Nc2ccc(S(N)(=O)=O)cc2)c1 (stereo not given),98,-1.4
O=C(O)CSc1nc2ccccc2c(=O)n1Cc1ccco1,105,0.9
O=S(=O)(NC1CCCCC1Sc1nc2ccccc2o1)c1ccc(Cl)cc1 (stereo not given),101,0
COc1ccc(C2NCC3(C)CN2CC(C)C3O)cc1OC (stereo not given),107,0.5
COc1ccc(NC(=O)CN(C)C(=O)Cc2c[nH]c3ccccc23)cc1,106,0.5
CSc1nc2nc3c(cn2n1)C(=O)CCC3,101,-0.2
COc1cc(C(=O)NCC2COc3ccccc3O2)cc(OC)c1C (stereo not given),98,-0.8
O=C(COc1nc2ccccc2nc1N1CCOCC1)N1N=C(c2ccc(Cl)cc2)CC1c1ccco1 (stereo not given),113,1.4
O=c1cc(CN2CCN(Cc3ccccc3)CC2)occ1OCc1cccc(F)c1,103,0.1
N=c1n(-c2ccccc2)c(=N)n(-c2ccccc2)c(=N)n1-c1ccccc1,104,1.7
CCCCN(C(=O)c1nc2nccc(C)n2n1)c1ccccc1,107,0.6
Cc1cc(OCC(=O)Nc2ncn[nH]2)ccc1Cl,103,-0.5
COc1ccc(Cc2nnc(SCC(=O)N(c3ccccc3)C(C)C)n2N)cc1OC,104,0.1
CSc1ncccc1C(=O)OCC(=O)NCc1ccccc1,100,-0.2
CN(C)Cc1c(O)ccc2c(=O)c(-c3ccc(F)cc3)c(C(F)(F)F)oc12,104,0.4
CN(C1CCCCC1)S(=O)(=O)c1cc2c(cc1Cl)NC(=O)CO2,100,-0.6
CC1CCN(S(=O)(=O)c2ccc(S(=O)(=O)N3CCCN(Cc4ccccc4)C3)cc2)CC1,104,0.5
CCCCn1c(NCc2cc(Br)ccc2O)nc2ccccc21,106,0.2
N#Cc1cccc(NC(=O)c2sc3nc4c(cc3c2N)C2CCN4CC2)c1,103,1.9
O=C(Nc1cc(Cl)ccc1O)c1nc2ncccn2n1,102,0.1
O=C1CN(c2ccc(Cl)cc2)C(=O)CN1/N=C/c1ccco1,101,0
N/C(=C\C(=O)C(F)(F)F)c1ccc(Cl)cc1,100,-0.5
N=C(N)c1ccc(OCCCCCOc2ccc(C(=N)N)cc2)cc1,103&103,0.4&0.7
NNC(=O)c1cc(OCC(F)(F)F)nc(OCC(F)(F)F)c1,101,-0.5
CNC(=O)/C(=C\c1ccc2c(c1)OCO2)NC(=O)c1ccco1,103,0.6
CCNC(=O)NNc1c(Cl)cccc1Cl,98,-0.8
O=C(c1ccc(-n2cnnn2)cc1)N(C1CCCCC1)C1CCCCC1,105,1
CCCc1nc2ccccc2c(C(=O)O)c1CC,103,0.7
O=C(Cc1ccc(NC(=O)N2CCSc3ncccc32)cc1)NCc1ccccc1Cl,97,-0.9
COc1ccc(CCNC(=O)CCCn2c(=O)c3ccccc3n(Cc3ccccc3C)c2=O)cc1OC,108,0.5
CCN(CC)c1nc(N)nc(N(c2ccccc2)c2ccccc2)n1,104,0.1
CCNC(=O)c1ccc(-c2nc3ccccc3s2)s1,103,0
Cc1c(C(=O)OC2CCCC2)[nH]c2c1C(=O)CC(c1ccc(C(C)(C)C)cc1)C2 (stereo not given),104,-0.4
Nc1ccc2nc(CN3CCOCC3)[nH]c2c1,100,-0.5
Cn1c(=O)oc2cc(S(=O)(=O)N3CCCC(C(=O)N4CCN(c5ccc(Cl)cc5)CC4)C3)ccc21 (stereo not given),113,1.3
Nc1nc2cc(S(=O)(=O)N3CCCC3)ccc2o1,103,0.1
CCOC(=O)Cc1n[nH]c(CC(=O)OCC)n1,103,0
O=C(Cn1c(C(=O)N2CCOCC2)cc2sccc21)c1ccccc1,100,-0.4
COc1ccc(-c2nc3cc(Cl)ccc3o2)cc1,105,0.2
CC1=C/C(=N/OC(=O)c2ccccc2)C=CC1=O,102,0.3
COc1ccc(/C=N/C(=S)NN)cc1,95,-0.6
Cn1c(=O)nc2n(-c3ccc(Cl)c(Cl)c3)c3ccccc3cc-2c1=O,101,-0.4
O=C(CCCC(=O)N1CCN(c2ccccc2F)CC1)c1ccccc1,102,0.5
CCN1C(=O)C(CC(=O)Nc2ccc(OC)cc2)N(CCCN2CCN(c3ccc(OC)cc3)CC2)C1=S (stereo not given),101,0.2
CCOC(=O)CNC(c1ccccc1)c1cc(Br)ccc1NC(=O)c1cccc(Cl)c1 (stereo not given),106,0.5
